High-throughput results: PubChem, several laboratories
PrPC surface inh – reduces human prion protein on the cell surface. cell surface PrPC, TR-FRET read-out. inhibition, % at 13.8 µM. actives 0.43% (n = 370,000); in the data active means inhibition above about 24%; further: 0% = median of the test wells and 100% = reference compound wells
Anthrax LF prot – anthrax lethal factor protease inhibition | inhibition, % at 10 µM | AID 588501 | multiplex microsphere protease cleavage assay, LF | actives 0.12% (n = 360,000) | P15917; further: plate controls were buffer without enzyme for full effect and enzyme alone for no effect
PfHsp40 yeast – compounds rescuing yeast from Plasmodium falciparum HSP40 toxicity. actives 0.68% (n = 340,000). S. cerevisiae expressing PfHsp40, growth rescue, ATP luminescence. growth rescue, % at 12.5 µM; in the data active means growth rescue above about 28%, passing the limit was not always enough; inconclusive means no clear call, values can overlap the other calls;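 further: yeast W303a lacking pdr1 and pdr3 grown in galactose medium; growth measured after three days at 30 °C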
CCHF vOTU inh – CCHFV vOTU protease inhibition; Pep-AMC fluorescence; inhibition, % at 11.5 µM; AID 651958; actives 0.55% (n = 370,000); in the data active means inhibition above about 30%; further: 0% = vehicle wells with enzyme and 100% = no enzyme wells
BoNT F protease – blocks Botulinum neurotoxin F light chain protease; Multiplex microsphere protease cleavage assay, flow cytometry; inhibition, % at 10 µM; actives 0.22% (n = 360,000); AID 588497; in the data active means inhibition above about 35%, passing the limit was not always enough; inconclusive means no clear call, values can overlap the other calls; further: plate controls were buffer without enzyme for full effect and enzyme alone for no effect
FadD28 FP inh – inhibitors of Mycobacterium tuberculosis FadD28 bisubstrate binding; AID 588549; actives 0.22% (n = 360,000); inhibition, % at 12.5 µM; FadD28 bisubstrate probe binding, fluorescence polarization; in the data active means inhibition above about 8.5%, passing the limit was not always enough; inconclusive means no clear call, values can overlap the other calls
Y pestis TopoI – Y. pestis Topo-I inhibition via cleavage products | Y. pestis Topo-I cleavage product accumulation, plate reader | activity, % at 10 µM | actives 0.064% (n = 360,000); in the data active means activity above about 50%, passing the limit was not always enough; inconclusive means no clear call, values can overlap the other calls; further: inactives centre near 2
BoNT-A LC inh2 – inhibitors of Botulinum neurotoxin A light chain protease. multiplex microsphere protease substrate cleavage, flow cytometry. inhibition, % at 10 µM. actives 0.17% (n = 360,000); further: plate controls were buffer without enzyme for full effect and enzyme alone for no effect
TcdB GH inh – inhibitors of Clostridioides difficile toxin B glycohydrolase; P18177; TcdB glycohydrolase enzymatic assay, plate reader; inhibition, % at 9.99 µM; actives 0.24% (n = 350,000); AID 652162; in the data active means inhibition above about 10%
* marks the source's active call; other numbers are inactive results; ? = inconclusive; . = no result given; & = joins results of further samples. Unless noted, no stated cut-off is given here; in the data, active means inhibition above about 30%; inconclusive means no clear call, values can overlap the other calls; inactive means below that.

Values run as follows: PrPC surface inh	Anthrax LF prot	PfHsp40 yeast	CCHF vOTU inh	BoNT F protease	FadD28 FP inh	Y pestis TopoI	BoNT-A LC inh2	TcdB GH inh
CCOc1ccc(-c2cc(C(=O)NC3CCCCC3)[nH]n2)c(C)c1
  9	-10	.	0	2	-2.2	4	1.0	-1.9
Cc1cc(C)cc(NC(=O)C2(c3ccccc3)CC2(Cl)Cl)c1 (stereo not given)
  1	.	3.2	1	.	-7.4	-2	.	.
O=C(O)COc1ccc(Br)cc1CP(=O)(c1ccccc1)c1ccccc1
  -3	-1	-0.3	5	-3	-2.4	0	-0.2	0.2
COc1ccccc1C/C(N)=N/OC(=O)COc1ccc(C)cc1
  4	1	0.3	-8	6	0.0	21	-1.5	0.2
COc1ccc(S(=O)(=O)N2CCCCCC2)cc1C(=O)N1CCN(c2ccccc2C)CC1
  -1	-4	5.3	3	-4	-4.3	25	0.3	-0.7
O=C(CSc1nccn1-c1cccc(F)c1)NC1CCCC1
  0	-1	-0.3	8	5	-1.9	2	1.7	2.1
Fc1ccc(CNc2ncnc3cc(Cl)ccc23)cc1
  16	2	-0.2	-5	-2	0.0	-6	-4.0	0.3
Cc1cc2ccccn2c1C(=O)c1ccc(S(=O)(=O)N(C)C)cc1
  -23	-7	-0.3	7	0	-0.9	-2	-1.3	-0.1
Cc1sc2nc(CSC(C)C(=O)N3CCOCC3)[nH]c(=O)c2c1C (stereo not given)
  -1	1	1.8	-2	8	1.4	3	1.1	0.2
Cc1ccc(S(=O)(=O)N2CCCCC2CCNC(=O)C(=O)NCc2ccncc2)cc1 (stereo not given)
  3	-3	.	-1	8	0.9	-6	-0.1	0.7
Cc1noc(C)c1C(=O)Nc1ccc(S(=O)(=O)N2CCCCC2)cc1
  -1	-2	2.1	11	-1	-0.3	16	-0.6	0.9
COC(=O)c1cc2occc2n1Cc1cccc(C)c1
  -7	-3	-1.2	-5	-5	0.0	-1	0.1	1.1
COc1ccccc1CNC(=O)C1CCN(C(=O)[C@@H]2Cc3ccccc3CN2)CC1
  -8	-4	-0.3	-3	0	-1.4	3	0.2	-1.0
COc1ccc(C=Cc2ccc3ccccc3n2)c(OC)c1
  -7	-8	.	26	-1	-0.4	21	0.1	-5.7
O=S(=O)(Nc1nc2ccccc2[nH]1)c1ccccc1
  3	6	1.3	1	-7	-1.7	7	-2.4	.
Cc1nn2c(=S)[nH]nc2[nH]c1=O
  -2	-6	-0.6	-2	-2	-0.2	-4	-1.4	4.1
CCC(Oc1cc(Cl)ccc1Cl)C(=O)NN1C(=O)C2C3CCC(C3=C(C)C)C2C1=O (stereo not given)
  -4	0	2.4	5	35*	-3.6	-8	1.0	.
COc1ccc(Oc2c(Cl)cnn(-c3ccc(C)cc3)c2=O)cc1
  -11	2	-0.9	9	7	0.4	19	0.5	.
O=C(CCn1c(=S)oc2ccccc21)N1CCN(c2ccc(F)cc2)CC1
  0	0	0.4	4	-5	-5.1	21	-0.8	1.0
CCN1C(=O)[C@H]2[C@@H](c3ccc(-c4ccc5c(c4)OCO5)c(OC)c3)N[C@@](Cc3ccccc3)(C(=O)OC)[C@H]2C1=O
  -6	-5	1.7	-3	3	-0.4	24	-0.6	1.4
CCOCCCn1c(=S)[nH]c2cc(C(=O)N3CCC(C(N)=O)(N4CCCCC4)CC3)ccc2c1=O
  -10	2	-0.3	-2	-2	-3.5	16	-0.3	-0.1
CCOC(=O)c1ccc(NC(=O)c2nc[nH]c2C(=O)NC2CCN(C(=O)OC(C)(C)C)CC2)cc1
  2	0	-1.4	10	-3	-1.3	4	-0.5	-1.6
Cc1ccc(C(=O)Nc2cccc(C(F)(F)F)c2)cc1NC(=O)c1nccnc1N
  9&2	-3&-4	1.3	0&0	-2&-20	-3.6&-1.6	-3&-7	-0.2&-1.5	0.4&1.0
Cc1cccc(C)c1NC(=O)COc1ccc2c(C)c(Cc3ccccc3)c(=O)oc2c1C
  -6	1	0.2	10	0	0.9	-7	-0.4	1.4
Cc1ccc(NC2c3ncccc3C(=O)N2Cc2cccs2)cc1 (stereo not given)
  2	-2	-0.4	7	-26	0.4	-3	-2.3	-2.6
CCC(=O)N1CCCC(C(=O)Nc2nc3ccccc3n2C)CC1 (stereo not given)
  -4	-8	.	6	-7	-2.3	0	-0.5	1.5
COc1cc(C(=O)Nc2cc(S(C)(=O)=O)ccc2Cl)ccc1OCC(=O)N1CCOCC1
  -3	-5	10	5	-5	-1.6	-2	-0.3	0.1
Cc1ccc(N(CC(=O)NCc2ccco2)C(=O)CNS(=O)(=O)c2ccccc2)c(C)c1
  -3	4	0.7	12	-15	-2.9	12	-1.0	-5.5
COC(=O)c1ccccc1S(=O)(=O)N1CCC(C(=O)N2CCC2)CC1
  3	4	0.5	3	-23	-3.1	4	-3.5	-0.4
COc1ccc(CCNC(=O)CCCNC(=O)Cn2cnc3sc(C)c(C)c3c2=O)cc1OC
  5	3	-1.8	0	1	-1.6	29	-0.5	-0.2
Cc1ccc(S(=O)(=O)N2C[C@H]3[C@H]4C(=O)N(C)C(=O)[C@H]4CC(=O)[C@H]3[C@@H]2c2ccccc2F)cc1
  4	-4	.	-5	1	-0.1	.	0.2	-6.7
O=C(N/N=C/c1ccoc1)c1ccccc1O
  -1	8	?	8	-4	-4.4	-2	-0.1	-0.3
COc1ccc(S(=O)(=O)N2CCCCC2)cc1NC(=O)CCc1cc(OC)c(OC)c(OC)c1
  8	-5	0.9	6	1	-1.5	22	-0.4	1.8
O=C1CNC(=S)N1C1CCCCCC1
  -10	-2	1.1	4	1	-0.3	-5	-1.3	0.9
Cc1ccccc1NC(=O)c1nnn(-c2ccc3c(c2)OCCO3)c1N
  10	-1	-0.4	10	9	1.4	-9	-1.0	0.6
CCn1cc(CN2CCC(n3nccc3NC(=O)Cc3ccccc3)CC2)c(C)n1
  -6	-1	-1.1	11	-5	-0.1	-4	-2.1	-0.1
COc1cc(/C=N/NC(=O)c2cc3c(ccc4ccccc43)o2)cc(OC)c1O
  -5	-1	1.4	-8	-4	-0.5	8	-1.8	0.5
CSc1nc(Nc2ccc(Cl)cc2)c(C#N)c(=O)[nH]1
  4	-19	0.2	11	?	-3.4	7	0.6	0.2
Cn1nnnc1SCc1nnc(-c2ccccc2Br)o1
  1	1	-0.2	11	-9	-1.7	-1	-0.4	.
Cc1cccc(C(=O)Nc2ncc(CN3CCOCC3)s2)c1
  4	-3	0.2	0	-9	1.4	-13	?	0.3
NC(=O)c1ccc(C(F)(F)F)n(Cc2ccc(Cl)cc2)c1=O
  5	0	0.2	12	-6	-0.3	3	-0.1	.
Cc1ccc(C(=O)N2N=C(c3ccc(NS(C)(=O)=O)cc3)CC2c2cccs2)cc1 (stereo not given)
  2	17	1.2	7	0	-2.0	-5	-1.0	-0.7
Cc1ccc2cc(CNCCc3ccccc3C)c(=O)[nH]c2c1
  0	12	0.4	-2	-4	-3.3	8	3.6	0.4
CC1CN(c2nc3c(c(=O)[nH]c(=O)n3C)n2Cc2ccccc2F)CC(C)O1 (stereo not given)
  -1	-3	-0.2	17	-2	-3.3	14	0.7	.
CC(C)(C)NC(=O)NC(=O)COC(=O)C1CCN(S(=O)(=O)c2cccs2)CC1
  4	-13	-1.5	-1	1	-2.7	7	-2.3	1.0

An excerpt from above in order of length of the SMILES, smallest number first:
Values run as follows: PrPC surface inh	Anthrax LF prot	PfHsp40 yeast	CCHF vOTU inh	BoNT F protease	FadD28 FP inh	Y pestis TopoI	BoNT-A LC inh2	TcdB GH inh
Cc1cccc(C(=O)Nc2ncc(CN3CCOCC3)s2)c1
  4	-3	0.2	0	-9	1.4	-13	?	0.3
Cc1ccc2cc(CNCCc3ccccc3C)c(=O)[nH]c2c1
  0	12	0.4	-2	-4	-3.3	8	3.6	0.4
CCn1cc(CN2CCC(n3nccc3NC(=O)Cc3ccccc3)CC2)c(C)n1
  -6	-1	-1.1	11	-5	-0.1	-4	-2.1	-0.1

Following part.
Values run as follows: PrPC surface inh	Anthrax LF prot	PfHsp40 yeast	CCHF vOTU inh	BoNT F protease	FadD28 FP inh	Y pestis TopoI	BoNT-A LC inh2	TcdB GH inh
O=C(Cn1ccc([N+](=O)[O-])n1)c1ccccc1
  -5	1	0.2	8	1	-1.2	-6	-0.1	1.0
COc1ccc2oc(C(=O)OCC(=O)N3CCCCC3C)c(C)c2c1 (stereo not given)
  7	-1	0.8	-12	7	-1.2	18	3.3	-6.2
Cc1ccc(S(=O)(=O)c2nnn3c2nc(NCCCN2CCCC2=O)c2ccccc23)cc1C
  -5	-2	?	9	-1	-2.0	27	-1.0	0.0
COc1ccc(CCN(C)Cc2ccc(C(=O)Nc3ccccc3)cc2)cc1OC
  -9	-1	-1.0	26	-3	-0.6	4	-1.0	1.9
CN(C)C(=O)c1c(C(F)(F)F)nn(C)c1Cl
  -5	-8	-1.6	-3	-2	-3.9	1	1.0	0.0
CNc1cnc(-c2cc(OC)c(OC)c(OC)c2)cn1
  -10	-1	.	-3	-4	-1.4	-3	-0.3	1.5
O=C(N/N=C/c1oc(O)c2ccccc12)c1ccccc1O
  -4	0	1.6	5	-1	0.6	2	-0.1	-1.0
O=C(NNc1ccc([N+](=O)[O-])cc1)C12CC3CC(CC(C3)C1)C2
  -3	0	0.9	9	-3	-2.7	1	-0.9	.
Cc1ccc(N2CCN(c3ccc(C)cc3)C2c2ccncc2)cc1
  -2	-4	1.1	3	-4	-0.9	48	-0.7	.
COCCNC(=O)C1(C)CCCN(Cc2cn(C)c3ccccc23)C1 (stereo not given)
  4	0	.	-2	2	1.1	-2	0.1	0.0
CCCN1C(=O)S/C(=C\c2ccc(N3CCOCC3)o2)C1=O
  0	-8	1.9	8	-5	-2.7	-7	-1.2	-0.6
Cc1ccc(C(=O)ON=C2CCN(S(=O)(=O)c3ccccc3)CC2)cc1
  6	-2	-0.6	-1	-9	-2.6	5	0.1	.
COc1cc(C2CC(c3cccs3)=NN2C(=O)CCl)ccc1OC(F)F (stereo not given)
  0	-4	-0.2	-4	8	-1.8	9	0.9	-0.1
COc1ccc(N2CCN(Cc3nc(Cc4cccc(F)c4)no3)C(C)C2)cc1 (stereo not given)
  -4	-3	3.3	4	-9	-3.8	7	-0.3	-1.2
Nc1nc(NCc2ccco2)nc(N2CCCC2)c1[N+](=O)[O-]
  2	1	0.4	15	-6	-2.8	1	-0.5	-4.5
COc1ccc(N(CC(=O)N/N=C/c2ccc(OC)cc2OC)S(=O)(=O)c2ccccc2)cc1
  6	8	1.1	-12	-24	-1.4	20	-2.0	-6.2
CN1CCN(/N=C/c2ccc(-c3ccc([N+](=O)[O-])cc3)o2)CC1
  -49	-2	-0.8	10	-1	-2.1	-9	5.2	1.4
O=C(COC(=O)c1ccc([N+](=O)[O-])s1)Nc1ccc(Cl)cn1
  -10	-2	-0.7	41*	-4	-1.5	-10	0.5	0.7
Cc1ccc(NC(=O)CN2CCc3ccccc3C2)cc1S(=O)(=O)N1CCOCC1
  9	2	0.2	-14	-2	-6.2	27	0.5	.
CCCCCOc1ccc(C(=O)OCC(=O)Nc2cc(C)on2)cc1
  6	-4	-1.2	4	-12	-0.5	12	-5.5	-9.0
CN(C1CCCCC1)S(=O)(=O)c1ccc2c(c1)c(=O)c(C(=O)N1CCc3ccccc3C1)cn2C
  6	1	-0.1	-8	-1	-0.4	0	-0.4	1.8
O=C(c1cc2ncc(Br)cn2n1)N1CCOCC1
  1	1	-1.5	-4	0	0.6	2	?	1.3
COCCCn1c(C)cc(C(=O)CN2c3cccc4cccc(c34)S2(=O)=O)c1C
  -21	1	-1.0	-1	-8	-4.6	34	-0.3	0.3
COc1ccc(N2C(=O)CC3(CCCC3)CC2=O)cc1
  -2	0	-1.2	-4	-4	-1.4	-9	-0.4	.
COCc1nc(-c2ccc(-c3ccccc3)nc2OC)no1
  5	-2	3.8	-5	-7	-4.0	4	-0.4	.
